# Source: PubChem (The Scripps Research Institute Molecular Screening Center)
# TEAD-YAP block: TEAD-YAP interaction inhibition | HEK-TIYL cells, TEAD-Gal4/YAP UAS-luciferase luminescence | inhibition, % at 9.12 µM | 1.4% of 640,000 active | AID 1259422; in the data active = inhibition above about 32%;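 note: 0% = median of test compound wells and 100% = reference inhibitor wells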
# GPR151 activ: human GPR151 activation; PathHunter beta-arrestin GPR151 cells, luminescence; AID 1508602; Q8TDV0; activation, % at 11.2 µM; 1% of 650,000 active; in the data active = activation above about 4.9%;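 note: 0% = median of compound wells and 100% = cells with positive control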
# Target sequence (Q8TDV0 whole entry, looked up): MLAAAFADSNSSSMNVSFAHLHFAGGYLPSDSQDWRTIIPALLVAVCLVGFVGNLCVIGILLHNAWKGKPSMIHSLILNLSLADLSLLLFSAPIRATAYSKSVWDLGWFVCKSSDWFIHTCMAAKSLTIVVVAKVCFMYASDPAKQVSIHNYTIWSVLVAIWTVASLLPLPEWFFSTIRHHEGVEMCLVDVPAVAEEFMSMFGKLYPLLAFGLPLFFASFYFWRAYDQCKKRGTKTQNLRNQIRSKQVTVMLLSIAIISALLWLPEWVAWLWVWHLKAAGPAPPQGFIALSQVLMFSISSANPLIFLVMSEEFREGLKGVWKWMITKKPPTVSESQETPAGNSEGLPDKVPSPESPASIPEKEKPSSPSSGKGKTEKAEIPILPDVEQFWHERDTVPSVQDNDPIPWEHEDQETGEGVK
# MITF primary: inhibitors of human MITF. 0.91% of 650,000 active. AlphaScreen MITF homodimerization, bead proximity signal. inhibition, % at 2.6 µM. O75030; in the data active = inhibition above about 50%;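 note: 0% = vehicle wells with protein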
# FBW7 activator: activators of human E3 ligase FBW7 | Q969H0 | AlphaScreen FBW7–phospho-cyclin E peptide binding, activator screen | normalized activity (activation), % at 26.1 µM | 0.13% of 650,000 active | AID 1259310; in the data active = normalized activity above about 1.9%;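 note: purified mutant Fbw7 with reduced substrate affinity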
# Target sequence (Q969H0 whole entry, looked up): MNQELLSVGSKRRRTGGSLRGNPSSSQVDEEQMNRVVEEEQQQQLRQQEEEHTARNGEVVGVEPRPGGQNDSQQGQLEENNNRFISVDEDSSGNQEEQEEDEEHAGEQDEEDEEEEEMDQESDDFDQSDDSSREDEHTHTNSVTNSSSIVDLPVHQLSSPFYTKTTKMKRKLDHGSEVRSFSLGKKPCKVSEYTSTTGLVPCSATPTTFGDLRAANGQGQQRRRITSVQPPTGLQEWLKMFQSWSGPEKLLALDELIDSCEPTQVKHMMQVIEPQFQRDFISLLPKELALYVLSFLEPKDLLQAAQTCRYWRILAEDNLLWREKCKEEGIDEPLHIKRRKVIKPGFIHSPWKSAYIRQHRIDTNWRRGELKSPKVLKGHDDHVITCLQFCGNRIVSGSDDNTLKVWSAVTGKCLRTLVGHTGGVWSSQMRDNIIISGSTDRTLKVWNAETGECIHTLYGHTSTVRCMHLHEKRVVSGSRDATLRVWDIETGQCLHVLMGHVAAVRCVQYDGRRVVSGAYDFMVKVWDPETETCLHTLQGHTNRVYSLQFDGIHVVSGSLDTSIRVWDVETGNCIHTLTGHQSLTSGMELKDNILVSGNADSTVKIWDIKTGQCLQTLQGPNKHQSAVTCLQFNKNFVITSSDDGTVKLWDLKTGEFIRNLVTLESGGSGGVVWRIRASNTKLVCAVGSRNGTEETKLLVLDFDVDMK
# Numbers without * were called inactive; / = not tested or not shown. No enrichment for hits; overall some 3.5% were active at least once.
cpd	mol	GPR151 activ	MITF primary	TEAD-YAP block	FBW7 activator
1	CC(=O)NC(c1ccc(Cl)cc1Cl)c1cc(Cl)c2cccnc2c1O (stereo not drawn)	0.1	4.4	19.6	-0.3
2	CCOC(=O)c1cc(-c2ccccc2)sc1NC(=O)CCN1CCN(C)CC1	1.6	57.6*	-8.1	-0.2
3	CC(C)CN(CCCNC(=O)Cn1nc(-c2ccccc2)ccc1=O)CC(C)C	0.4	-0.8	0.0	0.1
4	COC(=O)C1=C(C)NC2=C(C(=O)CC(C)(C)C2)C1c1ccc(OC)c(OC)c1 (stereo not drawn)	-0.7	-9.7	-5.6	-0.1
5	CNS(=O)(=O)c1cccc(C(=O)OCC(=O)/C(C#N)=C(\C)N)c1	0.7	14.6	-2.5	-0.1
6	C=CCn1c(CO)nc2cc([N+](=O)[O-])ccc21	-1.3	1.5	-11.3	-0.1
7	O=C(NNC(=O)C12CCC(CC1)C2)c1ccncc1	-1.7	13.5	-1.3	0.2
8	Cc1cc(=O)[nH]c2n[nH]c(-c3ccccc3)c12	-0.6	6.5	-16.7	0.0
9	COc1cc(/C=C2/SC(NC(C)=O)=NC2=O)ccc1OCC(=O)O	0.5	-1.2	2.2	-0.1
10	CCN=C1SC(C(=O)Nc2cccc(OCC)c2)CC(=O)N1CC (stereo not drawn)	-2.4	3.6	1.9	-0.1
11	COc1ccc(-c2nc(-c3cccc(OC)c3)c(-c3cccc(OC)c3)[nH]2)cc1	2.0	27.8	7.8	0.3
12	COCCN(Cc1cc2ccc(F)cc2nc1N(C)C)C(=O)c1cc(C)c(C)[nH]c1=O	-0.9	18.3	-1.7	0.7
13	CCOC(=O)c1[nH]c2ccc(F)cc2c1NC(=O)CC	-0.7	3.4	0.6	-0.1
14	Cc1ccc(CN2CCN(Cc3cnc(-c4ccccc4)s3)CC2CCO)o1 (stereo not drawn)	-2.1	5.2	5.9	-0.1
15	O=C(N/N=C/c1ccc(Br)cc1)c1ccc(Cl)cc1O	0.0	-17.2	-16.1	0.0
16	COc1ccc(C(CC(=O)O)NC(=O)c2ccccc2[N+](=O)[O-])cc1 (stereo not drawn)	-0.2	-1.6	4.3	0.1
17	CC(C)N(CCNc1nc(N2CCN(c3ccccn3)CC2)nc2c1ncn2Cc1ccc(C(F)(F)F)cc1)C(C)C	-0.8	5.5	-5.5	0.1
18	CC(NC(=O)c1ccc(Br)s1)C1CCCO1 (stereo not drawn)	0.9	2.4	-6.9	0.1
19	COCCN(C)C(=O)CC1C(=O)NCCN1Cc1ccc(Cl)c(F)c1 (stereo not drawn)	-0.6	9.0	-0.1	0.0
20	O=C1OCCC1Sc1nnc(-c2ccc3c(c2)OCO3)o1 (stereo not drawn)	-3.1	2.1	11.0	0.0
21	CCN=C(NCC)SC1CC(=O)N(c2ccc(Cl)c(Cl)c2)C1=O (stereo not drawn)	1.0	10.4	3.8	0.0
22	Cc1ccc(-n2c(N)c(C(=O)Nc3ccccc3F)sc2=S)cc1C	1.6	11.9	-12.9	-0.1
23	Cc1ccc(C(N)Cc2nc3ccccc3[nH]2)cc1 (stereo not drawn)	1.0	-1.9	2.6	0.1
24	COc1cn(CC(=O)Nc2c(C)cc(C)cc2C)c(CN2CCN(c3ccccc3)CC2)cc1=O	0.7	-1.3	6.2	0.0
25	Oc1ccc(Cl)cc1-c1cc(-c2ccco2)[nH]n1	0.2	2.2	-0.1	-0.3

# Single records, from the list above. Order of screens: GPR151 activ	MITF primary	TEAD-YAP block	FBW7 activator
# CNS(=O)(=O)c1cccc(C(=O)OCC(=O)/C(C#N)=C(\C)N)c1 across the screens: 0.7	14.6	-2.5	-0.1
# CCN=C1SC(C(=O)Nc2cccc(OCC)c2)CC(=O)N1CC (stereo not drawn) across the screens: -2.4	3.6	1.9	-0.1

# Going on with the list:
cpd	mol	GPR151 activ	MITF primary	TEAD-YAP block	FBW7 activator
26	O=C(NCCS(=O)(=O)N1CCN(CCc2ccccc2)CC1)c1ccco1	-1.0	-6.3	-2.5	0.0
27	CCCN1CCN(Cc2csc(Nc3ccc(C)cc3)n2)CC1	0.2	61.5*	8.2	-0.1
28	CC(C(=O)c1ccccc1)[n+]1ccc2ccccc2c1 (stereo not drawn)	2.1	6.8	-1.8	0.0
29	CCC(C)NC(=O)CSc1nc(NCCc2ccccc2)c2ccccc2n1 (stereo not drawn)	-0.2	-1.4	3.2	0.0
30	CN(C)S(=O)(=O)N1CCC(Oc2cccc(C(=O)NC3CCCCC3)c2)CC1	1.3	-0.7	43.3*	0.1
31	Cc1ccc2c(c1)c(=O)c1ccccc1n2CCCC(=O)Nc1cc(F)ccc1C	-0.7	3.0	8.8	0.2
32	Cc1ccc(C(=O)COC(=O)CNC(=O)CNC(=O)c2ccc(C)cc2)cc1	-1.1	17.0	2.9	0.1
33	CNc1ccc(C(O)(C(N)=O)C(F)(F)F)cc1 (stereo not drawn)	-0.8	-3.8	0.9	0.2
34	O=C(O)c1ccc(NC2OCC(O)C(O)C2O)cc1 (stereo not drawn)	-0.4	17.4	-0.2	0.6
35	CCN(CC)C(=O)CSc1nc2ccsc2c(=O)n1Cc1ccccc1Cl	0.3	9.0	1.3	0.0
36	CCC(=O)N1N=C(c2ccc(NS(C)(=O)=O)cc2)CC1c1c(F)cccc1Cl (stereo not drawn)	-1.9	-3.3	0.8	-0.1
37	Cc1ccccc1OCC(=O)NN1C(=O)C2C3C=CC(O3)C2C1=O (stereo not drawn)	0.6	19.4	-8.7	1.1
38	Cc1ccccc1N(CC(O)Cn1c2ccccc2c2ccccc21)S(=O)(=O)c1ccc(Cl)cc1 (stereo not drawn)	0.5	-1.1	5.2	0.0
39	CCOC(=O)c1c(NC(=O)CC)sc2c1CCC/C2=N/OC(C)=O	-0.1	1.3	-3.4	0.0
40	O=C(O)CCNC(=O)Cc1c(F)cccc1Cl	0.4	2.6	-1.3	0.0
41	S=c1[nH]cc(-c2ccc(Br)cc2)[nH]1	-0.3	4.7	5.5	-0.1
42	N#C/C(=C(/NC(=O)c1ccccc1)SCC(=O)Nc1ccc(Cl)cc1)C(CC(=O)c1ccccc1)c1ccccc1Cl (stereo not drawn)	-1.4	3.2	6.4	-0.1
43	CC(=O)N1CCN(c2nc(-c3ccccc3)nc3sc4c(c23)CCCC4)CC1	0.2	-6.0	-7.3	-0.1
44	Cc1ccc(-c2nn(-c3ccccc3)cc2/C=N/O)cc1	2.4	3.3	-18.4	-0.1
45	Cc1ccc(S(=O)(=O)c2ccc(Cl)cc2)cc1S(=O)(=O)Nc1ccc(Cl)cc1	0.4	-0.1	-0.8	0.0
46	Cc1onc(-c2c(Cl)cccc2Cl)c1C(=O)N1CCN(c2cccc(C(F)(F)F)c2)CC1	1.4	16.4	54.5*	0.1
47	CCN1C(=O)C(CC(=O)Nc2ccccc2)S/C1=N\c1nccs1 (stereo not drawn)	1.3	-14.6	-1.8	0.1
48	Cn1cc(-c2ccccc2NC(=O)Cc2ccccc2)cn1	-0.4	-0.9	-2.4	-0.2
49	Cc1ccc(C(=O)N2CCN(c3ccc([N+](=O)[O-])cc3Cl)CC2)cc1	-1.4	21.2	-0.8	-0.6
50	CC1=C(C(=O)Nc2ccc(Br)cn2)C(c2ccsc2)C2=C(CCCC2=O)N1 (stereo not drawn)	-0.4	-8.9	-7.3	0.1

# Going on with the list.
cpd	mol	GPR151 activ	MITF primary	TEAD-YAP block	FBW7 activator
51	COCCN1C(=O)N[C@@H](c2cccc(C(F)(F)F)c2)C(C(C)=O)=C1C	0.4	-18.4	/	0.3
52	O=C(Cc1ccccc1)N/N=C/C=C/c1ccccc1Cl	0.2	7.7	1.3	0.0
53	NS(=O)(=O)c1ccc(NC(=O)CSc2ccc(Br)cc2)cc1	3.8	-9.6	-10.3	0.0
54	COc1cc(NC(=O)c2ccccc2)c(OC)cc1Cl	-0.9	-2.0	9.6	-0.1
55	COc1cc(/C=N/NC(=O)CNc2cccc3ccccc23)cc(OC)c1O	1.2	-3.7	-5.4	0.0
56	OCCNc1nc(Nc2ccc(F)cc2)nc2ccccc12	1.1	9.7	17.0	-0.1
57	CCN(CC)S(=O)(=O)c1ccc2oc(C(=O)NCc3ccccc3OC)c(C)c2c1	0.1	-3.4	2.6	-0.1
58	CCOC(=O)Cn1cc(/C=C2/NC(=O)N(Cc3ccccc3F)C2=O)c2ccccc21	2.9	-11.4	-3.9	0.0
59	COc1cc(C(C)=O)ccc1OCCOCCN1CCN(Cc2ccccc2)CC1	2.6	86.6*	5.8	0.5
60	Cc1ccccc1Cn1c(Cc2ccccc2)nc2sc3c(c2c1=O)CCCC3	0.7	8.8	-4.2	0.0
61	Cc1cccc(-n2c(SCC(=O)c3ccc(Cl)cc3)nc3ccccc3c2=O)c1	-1.7	16.4	-7.8	0.4
62	CN1CCN(CC(=O)N2c3ccccc3CCc3ccccc32)CC1	-0.7	5.0	-6.7	0.0
63	Cn1ccc(NC(=S)Nc2cccc([N+](=O)[O-])c2)n1	-0.3	-5.0	5.8	0.7
64	c1ccc(C(c2ccccc2)N2CCN(c3ncnc4nc[nH]c34)CC2)cc1	-0.5	1.3	0.9	-0.1
65	O=C(Cc1ccc(F)cc1)Nc1nnc(C(F)(F)F)s1	1.8	-3.2	10.1	0.0
66	O=C(Cn1cnc2ccccc2c1=O)Oc1cccc(Br)c1	0.0	2.3	3.8	0.0
67	COC(=O)C1=C(C)N(C)C(=S)NC1c1ccccc1 (stereo not drawn)	0.4	0.9	3.8	0.4
68	CC1CCN(CC2CCN(C(=O)Nc3ccc(Br)cc3F)CC2)CC1	0.0	-4.8	8.7	0.0
69	N#Cc1c(N2CCCC2)nc(-c2ccco2)c2c1CCCC2	1.0	-2.2	-2.8	-0.1
70	O=C1CC(N2CCN(c3ccccn3)CC2)C(=O)N1c1cccc2ccccc12 (stereo not drawn)	0.2	1.0	5.6	0.0
71	CC(=O)c1ccc(OCC(=O)N2CCSC2=NCc2ccccc2)cc1	0.5	-1.9	-5.8	-0.1
72	O=C(NCC1Cc2cccc(-c3ccccc3C(F)(F)F)c2O1)c1cncs1 (stereo not drawn)	-0.5	20.2	6.9	1.5
73	C[C@H]1NC(=O)[C@@H]2C[C@H](NCc3nc(-c4ccccc4)cs3)CN2C1=O	0.6	3.5	-15.3	0.1
74	COCOc1ccc(-c2ccc(C(=O)Nc3cccc(OC)c3)c(N(C)C)n2)cc1	0.4	-3.5	0.4	0.1
75	COc1ccc(Cl)c(Cn2c(NCC(C)O)nc3c2c(=O)n(C)c(=O)n3C)c1 (stereo not drawn)	-1.3	13.1	3.3	0.5

# (list continues)
cpd	mol	GPR151 activ	MITF primary	TEAD-YAP block	FBW7 activator
76	CCC(C)NC(=O)c1ccccc1NC(=O)CN(c1ccc2c(c1)OCO2)S(C)(=O)=O (stereo not drawn)	-1.7	9.7	1.8	0.7
77	COc1ccc(C(=O)N/C(=C/c2ccccc2F)C(=O)N2CC3CC(C2)c2cccc(=O)n2C3)cc1[N+](=O)[O-] (stereo not drawn)	0.4	16.6	1.9	-0.1
78	O=C(CN1C(=O)c2ccccc2C1=O)Nc1ncn[nH]1	0.0	-4.1	5.3	-0.6
79	C#CCOc1ccc(C2C(C#N)=C(N)OC3=C2C(=O)CC(C)(C)C3)cc1 (stereo not drawn)	-0.1	3.2	-6.3	-0.1
80	COc1ccccc1C(C(=O)NC(C)(C)C)N(C(=O)c1csnn1)c1ccccc1 (stereo not drawn)	-1.6	-12.6	1.6	-0.1
81	O=C1C(=O)N2C(=C1C(=O)N1CCCCC1)c1ccccc1CC21CCCC1	-1.4	12.0	-15.4	0.2
82	O=C1NC(=Nc2ccc(O)cc2)S/C1=C\c1cccc([N+](=O)[O-])c1	-0.5	10.0	4.2	0.0
83	Oc1ccccc1C(=S)N1CCN(Cc2ccccc2)CC1	0.5	-10.3	-2.9	-0.3
84	COc1cccc(-c2cc(C(=O)N3CCN(c4cc(N5CCCCC5)ncn4)CC3)[nH]n2)c1	2.9	-0.4	8.0	0.5
85	C/C(=N/NC(=O)c1ccc(C)nc1)c1ccc(Br)s1	0.0	7.9	-1.0	0.0
86	CC(=O)Nc1ccc(NC(=S)NC(=O)c2cccc3ccccc23)cc1	-0.3	4.8	3.2	-0.2
87	CCOc1ccc(S(=O)(=O)N2CCOC(c3ccccc3)C2)cc1F (stereo not drawn)	-1.3	10.8	0.0	0.4
88	Cc1ccc(C(C)C)c(OCC(=O)Nc2ccc(S(=O)(=O)Nc3cc(C)nc(C)n3)cc2)c1	-0.6	9.1	-5.0	-0.1
89	CN(C)CCCNc1nc(-c2ccc(Cl)cc2)cs1	0.4	8.8	-35.0	-0.1
90	Cc1cccc(NC(=O)C23CC4CC(C2)CC(C(=O)Nc2cccc(C)c2)(C4)C3)c1	0.1	-8.7	-8.1	0.0
91	CCOCCn1c(CN2CCOCC2)nc2c1c(=O)[nH]c(=O)n2C	0.2	13.8	-6.3	0.0
92	O=C(Nc1ccc2c(c1)Cc1ccccc1-2)c1ccc([N+](=O)[O-])o1	1.0	3.1	8.6	-0.1
93	Cc1ccc(-c2csc(=Nc3cccnc3)n2CCCn2ccnc2)cc1C	0.6	11.2	31.7	-0.2
94	Cc1cc(=O)n2[nH]c(CC(=O)NC3(c4ccc5c(c4)OCO5)CCCC3)nc2n1	-1.3	7.1	8.7	0.6
95	Cc1cc2ncn(CC3CCN(C(=O)c4ccsc4)CC3)c2cc1C	0.3	-7.9	-3.6	-0.1
96	COC(=O)c1c(C)oc2ccc(OC(=O)c3ccc([N+](=O)[O-])cc3)cc12	-0.6	2.8	-4.1	0.0
97	CSc1nnc(C2CCN(C(=O)c3ccc(F)c(F)c3)CC2)n1C	2.2	-9.1	0.3	-0.2
98	CCOC(=O)C(=CN=C(N)Nc1nc2ccccc2o1)C(=O)OCC	-0.2	15.7	-24.7	-0.9
